# Autophagy HCS: autophagy modulation, high-content screen | AID 463193 | MEF GFP-LC3 puncta imaging; test concentration mostly 10 µM | calls only at 10 µM (by protocol) | actives 0.98% (n = 190,000);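 active = percentage of spot-positive cells more than 3 SD above its plate mean, without a fluorescence outlier flag or 80% toxicity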;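 note: spot-positive cell cutoff set from DMSO-treated cells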
# Yfh1-off respiration: mitochondrial function rescue without frataxin homolog – Friedreich's ataxia, plus single-dose screen, dose response (AID 1465) | S. cerevisiae Yfh1-off respiration, WST-1 reduction, 72 h; higher fold induction means a stronger effect | fold induction at 50 µM; hits with a dose series show EC50 in µM | actives 0.074% (n = 220,000);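 active = fold induction of absorbance versus untreated yeast above a set limit, then at least 30% activation at any dose in follow-up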;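 note: activators that raise dye reduction in frataxin-depleted yeast; strong numbers were not always called active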
# b-catenin transl: alters nuclear translocation of beta-catenin in HeLa cells; immunofluorescence imaging; nuclear translocation activity, % at 5 µM; actives 0.3% (n = 190,000); AID 1665;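 active = nuclear translocation activity above 50% at 5 µM, with a well cell count of 50 or more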;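 note: per-cell ratio of nuclear to cytoplasmic median beta-catenin stain intensity; plate controls were DMSO negative control for no effect and GSK-3 inhibitor IX positive control for full effect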
#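 Test system: HeLa cells, endogenous beta-catenin; Compound: single 5 µM dose plus 0.02–20 µM confirmation series; Times: compound exposure 24 h at 37°C; Signal: fluorescence imaging of beta-catenin antibody stain plus DAPI; Read-out: % activation, nuclear-to-cytoplasmic median beta-catenin signal ratio per cell.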
# T cell modulator: modulates CD8 T cell binding to vesicles; 2C CD8+ T cell-vesicle binding, flow cytometry; hits give low values; AID 2052; actives 0.068% (n = 330,000); calls only at 7 µM;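 active = response, share of CD8 T cells binding vesicles, and their 90th percentile fluorescence all below set limits, cut at about 80% in these data, passing the limit was not always enough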
#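 Assay system: 2C TCR transgenic mouse naive CD8+ T cells, MACS-purified | Read-out: CD8+ gate FL2 mean fluorescence as % of same-row positive control | Signal: High-throughput flow cytometry with anti-B7-1 and anti-CD8 staining | Timing: Binding step 1.5 h, 37 °C, antibody labelling 20 min, ice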
# Dynein cargo inh: blocks dynein driven cargo transport along microtubules | 3617.4 mouse cells, GR-EGFP nuclear translocation imaging; test concentration mostly 20 µM; stimulated with dexamethasone, 1 µM; hits give low values | z-score, hits read low | actives 0.47% (n = 220,000) | AID 1381;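 active = plate z-score of nuclear minus cytoplasmic receptor signal below a set negative limit, without overly bright fluorescence or cell loss, cut at about -3.5 in these data, passing the limit was not always enough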;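 note: z-score of nuclear minus cytoplasmic ring GR-EGFP intensity difference per well; some compounds called inactive have numbers as strong as hits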
#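 Schedule: 48 h induction, then 1 h compound, then 30 min agonist, 37 °C. Buffer or medium: tetracycline-free induction medium containing charcoal-stripped FBS. Reagent: 1.0 µM final dexamethasone stimulus. Evaluation: nuclear versus cytoplasmic GR-EGFP signal, averaged per well. Signal: high-content fluorescence imaging after fixation.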
# WT yeast gro inh: growth inhibition of WT yeast, mitochondrial fusion screen. mitochondrial fusion phenotypic screen, WT strain. inhibition, % at 10 µM. actives 2.1% (n = 190,000). AID 1362; in the data active = inhibition above about 58%; tested in S. cerevisiae
# MT stabilize HCS: stabilizes microtubules in HeLa cells; HeLa tubulin immunostaining HCS, 24 h; share of cells brighter than vehicle mean+2SD; % tubulin-high responders, % at 10 µM; actives 0.83% (n = 200,000);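 active = plate Z-score above 3 for both tubulin-high and condensed-nucleus cell shares, with cell loss under 80%, at 10 µM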;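 note: anti alpha tubulin signal scored within the nucleus-defined area of each cell; some results filed as inactive read as strong as hits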
# M17LAP inhibition: P. falciparum M17LAP inhibitors, primary screen, biochemical, fluorogenic H-Leu-NHMec substrate, 1536-well (AID 1619) | recombinant M17LAP, H-Leu-NHMec fluorogenic kinetic assay; higher % means a stronger effect | inhibition, % at 30 µM; hits with a dose series show IC50 in µM | actives 0.38% (n = 220,000);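 active = compound inhibiting the enzyme by more than half at any dose during confirmatory dose-response retesting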;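 note: plate controls were full reaction with DMSO carrier for no effect and no enzyme background for full effect; strong numbers were not always called active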
# P. falciparum M1AAP: malaria alanyl aminopeptidase activity blockers – biochemical, fluorogenic H-Leu-NHMec substrate, 1536-well (AID 1445) | recombinant M1AAP, H-Leu-NHMec fluorogenic kinetic assay; higher % means a stronger effect | inhibition, % at 30 µM, or IC50 in µM where a hit was titrated | actives 0.42% (n = 220,000);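 active = primary inhibition above the hit cutoff, then over 50% inhibition at one or more dose response concentrations, cut at about 23% in these data, passing the limit was not always enough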;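 note: plate controls were DMSO full reaction for no effect and no enzyme background for full effect; strong numbers were not always called active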
# WT yeast gro inh mutant strain: further read-out of WT yeast gro inh, marked with its call; inhibition, %; mitochondrial fusion phenotypic screen, mutant strain inhibition
# Dynein cargo inh cytoplasmic EGFP: recorded beside Dynein cargo inh, whose call it bears; z-score; measured here: cytoplasmic GR-EGFP intensity; hits give high values
# Dynein cargo inh nuclear GR-EGFP: recorded beside Dynein cargo inh, whose call it bears; z-score; measured here: nuclear GR-EGFP intensity;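 lower value marks the stronger effect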
# Dynein cargo inh cell count: further read-out of Dynein cargo inh, marked with its call; z-score; measured here: cell count per field
# b-catenin transl cell count 5 µM: recorded beside b-catenin transl, whose call it bears; cell count; measured here: cell count, cytotoxicity flag
# T cell modulator vesicle-bound %: further read-out of T cell modulator, marked with its call; double positive events, %; measured here: CD8+ vesicle-bound cell fraction;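 binding gate set so that unloaded-vesicle control wells show 10% double positive cells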
# MT stabilize HCS Hoechst-high %: second read-out of MT stabilize HCS, no call of its own (marks repeat the call); % Hoechst-high responders; measured here: nuclear condensation Hoechst responders;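 share of cells brighter than vehicle mean plus two SD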
# MT stabilize HCS cytotoxicity %: recorded beside MT stabilize HCS, whose call it bears; toxicity, %; measured here: cytotoxicity by cell density;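 0% = mean cell density of plate MIN control wells and 100% = no cells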
# Autophagy HCS cell loss 18 h: recorded beside Autophagy HCS, whose call it bears; toxicity, %; measured here: cell loss, nuclei count;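 cell loss after 18 h compound exposure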
# * marks the source's active call; other numbers are inactive results; i = inactive; nt = no result given.
SMILES,Autophagy HCS,Autophagy HCS cell loss 18 h,Yfh1-off respiration,b-catenin transl,b-catenin transl cell count 5 µM,T cell modulator,T cell modulator vesicle-bound %,Dynein cargo inh,Dynein cargo inh cytoplasmic EGFP,Dynein cargo inh nuclear GR-EGFP,Dynein cargo inh cell count,WT yeast gro inh,WT yeast gro inh mutant strain,MT stabilize HCS,MT stabilize HCS Hoechst-high %,MT stabilize HCS cytotoxicity %,M17LAP inhibition,P. falciparum M1AAP
CCOC(=O)CSc1nnc(CNC(=O)c2ccc(OC)cc2)n1C1CCCCC1,i,7,i,0.6,1320,i,22,0.69,1.1,0.65,0.4,-12,5,6.0,1.3,0.4,5%,0%
C=C(C)c1cccc(C(C)(C)NC(=O)Nc2ccccc2OCC)c1,i,5,i,-2.2,1010,i,44,-0.57,-0.34,-0.53,0.51,10,-2,5.4,2.4,3.1,1%,4%
c1ccn(-c2ccc(-c3ccn[nH]3)cc2)c1,i,8,i,1.5,1044,i,30,-0.068,-0.38,0.32,0.49,-7,-4,7.1,2.9,1.0,5%,10%
Cc1[nH]n(-c2ccccc2)c(=O)c1-c1cccc(Cl)c1,i,4,i,-4.0,1359,i,34,-0.24,-0.24,-0.87,0.8,11,4,2.5,2.3,8.6,23%,10%
COc1ccc(/C=N/NC(=S)Nc2ccccc2)cc1COc1ccc(F)cc1F,i,-7,i,2.5,517,i,48,-0.27,-0.24,-0.56,0.57,16,8,2.1,3.0,5.8,11%,9%
O=C(c1cccc([N+](=O)[O-])c1)N(c1ccccn1)c1ccccn1,i,17,i,0.6,1117,i,29,0.4,-0.16,0.45,-0.47,-10,-14,2.6,2.7,9.5,7%,9%
COCCNC(=O)c1ccccc1NC(=O)CSc1ccc(C)cc1,i,17,i,-2.4,1062,i,22,-0.71,-0.3,-0.23,0.26,-2,21,4.2,3.1,7.7,-1%,6%
CCn1c(=S)[nH]c2sc3c(c2c1=O)CCCCC3,i,3,i,-2.3,910,i,52,-0.28,-0.31,0.052,0.41,45,47,2.6,1.2,0.3,3%,8%
Nc1cc(N)nc(SCC(=O)N2CCc3ccccc32)n1,i,19,i,-6.8,1206,i,46,-1.1,-0.19,-0.37,1,99*,1.9*,2.2,1.5,7.0,3%,8%
COc1cccc(/C(C#N)=C/c2c(-c3ccc(Cl)cc3)nc3c(C)cccn23)c1,i,-26,i,2.2,968,i,54,0.95,-0.18,0.72,0.11,11,-15,1.6,1.2,10,-2%,-2%
O=C(NN1C(=O)c2ccccc2C1=O)C1CCCCC1,i,1,nt,1.6,1403,i,44,0.54,0.096,-0.076,-0.88,-16,-2,0.9,1.8,9.0,-4%,-2%
O=C(Nc1ccc2c(c1)OCO2)OCc1ccccc1,i,3,i,5.5,1106,i,27,0.99,0.064,0.75,0.7,11,4,0.8,1.3,8.4,-10%,-9%
COCCNC(=O)/C(C#N)=C/c1nc(N(C)C)n(-c2ccc(F)cc2)c1Cl,i,12,i,0.7,1104,i,58,-0.6,-0.19,-0.54,-1.2,-23,-1,3.0,1.9,13,2%,10%
CC(C)[C@H](NC(=O)c1ccco1)C(=O)OCC(=O)Nc1ccccc1OC(F)F,i,-9,i,-1.1,1102,i,37,-1.9,-0.17,-0.99,0.6,-36,6,2.2,2.6,8.7,10%,9%
COc1ccccc1/C=C1\NC(=S)N(CC2CCCO2)C1=O (stereo unspecified),i,0,i,-3.6,988,i,33,2.9,-0.17,1.8,-1.9,-5,-15,2.5,1.8,3.7,27%,9%
Cn1c(=NC(=O)c2ccco2)sc2cccc(F)c21,i,6,i,nt,nt,i,19,0.091,-0.1,0.26,-0.59,16,6,10,2.3,7.2,5%,12%
COc1ccc(-c2nnc(SCC(=O)O)n2C)cc1OC,i,0,i,-2.3,1007,i,36,-0.25,-0.27,0.075,0.092,4,7,2.1,1.7,6.5,0%,-2%
O=C(NC1CCCC1)c1cc(-c2cccs2)on1,i,-2,nt,-3.9,996,i,55,0.39,-0.25,0.46,-0.43,3,3,3.1,0.3,15,3%,-2%
O=C(Nc1ccc(Cl)cc1)C1CC=CCC1C(=O)OCC(F)(F)C(F)F (stereo unspecified),i,-1,i,-1.5,1057,i,19,2.6,-0.16,1.7,-2.2,-14,-7,4.5,2.8,7.9,8%,8%
COc1cc(O)sc1C=Nc1ccc(Cl)cc1Cl,i,13,i,0.0,898,i,64,0.23,-0.36,0.17,0.42,5,5,12,1.8,9.0,5%,0%
OCCCNc1nc(-c2ccc(Cl)cc2)nnc1-c1ccccc1,i,-21,i,2.4,879,i,29,-0.38,-0.32,-0.66,0.68,2,9,2.8,4.1,11,15%,15%
COc1ccc(-c2noc(CCCOc3ccc(Cl)cc3Cl)n2)cc1,i,5,i,-0.3,805,i,37,-0.65,-0.24,-0.22,0.8,29,15,1.9,1.1,4.7,0%,1%
COc1cc(OC)nc(S(C)(=O)=O)n1,i,-14,i,-0.4,538,i,7,0.27,-0.23,-0.13,-0.2,-14,-18,3.6,2.9,2.9,0%,-3%
O=C(Nc1ccccc1O)/C(=C\c1ccccc1)NC(=O)c1ccccc1,i,-22,i,-0.2,1461,i,22,-0.01,-0.067,-0.0027,-0.4,-9,4,4.5,2.6,10,8%,10%
CCOC(=O)c1c(C)[nH]c(NC(=O)Nc2c(C)n(C)n(-c3ccccc3)c2=O)c1C,i,0,i,nt,nt,i,38,-0.2,-0.25,-0.11,-0.16,-6,5,2.0,1.5,25,1%,-1%
CC(C)CCC1(CCNC(=O)c2cccs2)CCOC(C)(C)C1 (stereo unspecified),nt,nt,i,0.2,1271,i,31,0.33,-0.26,0.84,-0.26,nt,nt,nt,nt,nt,0%,0%
CCN=C1SC(C(=O)Nc2cccc(C)c2)CC(=O)N1CC (stereo unspecified),i,-1,i,1.5,1154,i,29,-0.89,-0.03,-0.53,1.2,1,2,2.1,1.2,7.1,-8%,3%
CNC(=O)c1ccc(-n2nc(C)cc2-c2ccccc2)cc1,i,-24,i,nt,nt,i,22,0.13,-0.2,-0.59,1.3,-9,-7,3.2,2.8,6.3,-7%,5%
Nc1ccc(OCCCc2c(N)nc(N)nc2N)cc1,nt,nt,i,2.6,1042,i,37,-0.99,-0.28,-0.74,1.5,nt,nt,nt,nt,nt,0%,11%
COCCCNC(=O)CCCOc1ccccc1,i,31,i,0.8,1193,i,18,0.12,-0.2,0.91,-0.59,-6,-10,3.1,1.6,6.6,-6%,5%

# Compound profiles, as listed above:
# `COc1cc(OC)nc(S(C)(=O)=O)n1` in the list: Autophagy HCS: i; Autophagy HCS cell loss 18 h: -14; Yfh1-off respiration: i; b-catenin transl: -0.4; b-catenin transl cell count 5 µM: 538; T cell modulator: i; T cell modulator vesicle-bound %: 7; Dynein cargo inh: 0.27; Dynein cargo inh cytoplasmic EGFP: -0.23; Dynein cargo inh nuclear GR-EGFP: -0.13; Dynein cargo inh cell count: -0.2; WT yeast gro inh: -14; WT yeast gro inh mutant strain: -18; MT stabilize HCS: 3.6; MT stabilize HCS Hoechst-high %: 2.9; MT stabilize HCS cytotoxicity %: 2.9; M17LAP inhibition: 0%; P. falciparum M1AAP: -3%
# `Nc1ccc(OCCCc2c(N)nc(N)nc2N)cc1` in the list: Autophagy HCS: nt; Autophagy HCS cell loss 18 h: nt; Yfh1-off respiration: i; b-catenin transl: 2.6; b-catenin transl cell count 5 µM: 1042; T cell modulator: i; T cell modulator vesicle-bound %: 37; Dynein cargo inh: -0.99; Dynein cargo inh cytoplasmic EGFP: -0.28; Dynein cargo inh nuclear GR-EGFP: -0.74; Dynein cargo inh cell count: 1.5; WT yeast gro inh: nt; WT yeast gro inh mutant strain: nt; MT stabilize HCS: nt; MT stabilize HCS Hoechst-high %: nt; MT stabilize HCS cytotoxicity %: nt; M17LAP inhibition: 0%; P. falciparum M1AAP: 11%

# Next compounds:
SMILES,Autophagy HCS,Autophagy HCS cell loss 18 h,Yfh1-off respiration,b-catenin transl,b-catenin transl cell count 5 µM,T cell modulator,T cell modulator vesicle-bound %,Dynein cargo inh,Dynein cargo inh cytoplasmic EGFP,Dynein cargo inh nuclear GR-EGFP,Dynein cargo inh cell count,WT yeast gro inh,WT yeast gro inh mutant strain,MT stabilize HCS,MT stabilize HCS Hoechst-high %,MT stabilize HCS cytotoxicity %,M17LAP inhibition,P. falciparum M1AAP
CC(=O)OC[C@H]1O[C@@H](Sc2cccc3cccnc23)[C@H](OC(C)=O)[C@@H](OC(C)=O)[C@H]1OC(C)=O,i,5,i,0.2,605,i,27,0.33,-0.19,0.36,-0.12,4,2,1.9,2.6,2.8,-32%,-4%
CCOC(=O)c1cc2n(n1)C(C(F)(F)F)CC(C)N2 (stereo unspecified),i,-2,i,nt,nt,i,26,0.61,-0.25,0.9,-0.08,nt,nt,1.7,0.5,49,0%,-3%
CCN1CCN(C(C(=O)NC2CCCC2)c2ccc(Cl)cc2)CC1 (stereo unspecified),i,14,i,-1.1,1167,i,39,0.16,-0.064,0.23,-0.35,9,11,3.3,2.5,6.8,-45%,2%
CCC(CC)C(=O)c1c[nH]c(C(=O)NCc2ccncc2)c1,i,0,i,-3.4,1026,i,52,-0.029,-0.3,0.14,0.29,7,15,3.7,1.8,3.6,9%,0%

# Assay outcomes (PubChem BioAssay)
